TAAR1 antagonist = antagonists of human TAAR1 | Q96RJ0 | CHO RD-HGA16 TAAR1, Fluo-8 calcium fluorescence, antagonist | inhibition, % at 3 µM | 360,000 tested, 1.5% active | AID 624466;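 active = inhibition above a per-plate cutoff, the mean inhibition of test compounds on that plate plus 3 SD, cut at about 49% in these data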;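 also: 0% = DMSO plus EC80 beta-PEA response and 100% = DMSO alone without agonist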
Target sequence (Q96RJ0 whole entry, looked up): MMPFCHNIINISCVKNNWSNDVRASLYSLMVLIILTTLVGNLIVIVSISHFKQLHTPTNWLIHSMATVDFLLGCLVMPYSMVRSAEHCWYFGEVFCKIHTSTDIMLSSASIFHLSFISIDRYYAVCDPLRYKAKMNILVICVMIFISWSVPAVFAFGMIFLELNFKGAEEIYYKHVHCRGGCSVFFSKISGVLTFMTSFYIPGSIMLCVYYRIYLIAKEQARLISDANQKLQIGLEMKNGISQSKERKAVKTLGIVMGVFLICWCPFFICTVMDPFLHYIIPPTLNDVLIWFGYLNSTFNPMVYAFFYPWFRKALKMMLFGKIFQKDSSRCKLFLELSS
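Assay system: RD-HGA16 CHO cells with stable hTAAR1 and Gα16 / Reagent: EC80 β-phenethylamine stimulus / Doses: 3 µM, single point / Timing: dye loading 75 min at 37 °C, then 30 min room temperature / Measured by: Fluo-8 intracellular calcium dye fluorescence, real-time kinetic reads / Controls: vehicle wells and EC80 agonist wells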
OXTR potentiate = potentiates the human oxytocin receptor response; P30559; AID 2445; CHO-OTR cells, Fluo-8 calcium fluorescence, potentiator mode; 0% = oxytocin EC15, 100% = EC100; 320,000 tested, 0.061% active; activation, % at 3 µM;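 active = activation above that plate's cutoff, the mean activation of tested compounds plus 3 SD, cut at about 6.6% in these data, passing the limit was not always enough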;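 also: 100% uses oxytocin at 75 nM as the full agonist control; some results filed as inactive read as strong as hits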
Target sequence (P30559 whole entry, looked up): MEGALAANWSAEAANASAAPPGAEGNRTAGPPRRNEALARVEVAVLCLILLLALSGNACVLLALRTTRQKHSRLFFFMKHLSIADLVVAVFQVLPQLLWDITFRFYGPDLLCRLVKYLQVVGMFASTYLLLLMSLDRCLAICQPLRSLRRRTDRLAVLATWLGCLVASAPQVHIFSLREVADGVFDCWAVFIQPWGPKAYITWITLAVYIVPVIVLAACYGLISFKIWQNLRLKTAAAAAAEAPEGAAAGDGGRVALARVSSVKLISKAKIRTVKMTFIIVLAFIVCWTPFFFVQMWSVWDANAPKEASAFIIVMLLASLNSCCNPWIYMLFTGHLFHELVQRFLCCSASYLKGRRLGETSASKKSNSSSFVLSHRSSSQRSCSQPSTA
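test system = CHO-OTR cells, human receptor | compound = single-point 3.0 µM | schedule = 6 min compound pre-incubation at room temperature, 100 s kinetic read | signal = Fluo-8 no-wash calcium dye fluorescence, excitation 470-495 nm, emission 515-575 nm | repeats = single well per compound, singlicate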
M1 ag parental = nonselective activator or artifact in parental CHO-K1 cells; Fluo-8 calcium fluorescence; scaled to maximal ATP response, vehicle zero; activation, % at 3 µM; 360,000 tested, 0.48% active; in the data active = activation above about 15%;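 also: untransfected CHO-K1 host cells lacking M1 receptor as counterscreen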
GPR7 antagonist = blocks human GPR7 receptor signaling; P48145; GPR7-expressing cells, fluorescence antagonist assay; inhibition, % at 4.4 µM; 290,000 tested, 1.1% active; AID 1861; in the data active = inhibition above about 16%, passing the limit was not always enough;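 also: cells stimulated with the agonist NPW; 0% = agonist with vehicle and 100% = vehicle without agonist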
Target sequence (P48145 whole entry, looked up): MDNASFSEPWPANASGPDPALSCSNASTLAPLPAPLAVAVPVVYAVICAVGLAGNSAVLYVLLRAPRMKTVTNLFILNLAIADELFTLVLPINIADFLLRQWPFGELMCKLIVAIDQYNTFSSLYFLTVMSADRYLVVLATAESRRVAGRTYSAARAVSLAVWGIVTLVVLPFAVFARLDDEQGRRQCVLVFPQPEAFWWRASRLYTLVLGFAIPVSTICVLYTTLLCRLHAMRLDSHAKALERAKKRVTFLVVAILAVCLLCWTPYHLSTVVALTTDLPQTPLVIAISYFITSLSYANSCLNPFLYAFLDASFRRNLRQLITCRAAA
V1aR counter = activates human V1a receptor in oxytocin agonist counter-screen | CHO-V1R cells, Fluo-8 calcium fluorescence, agonist mode; 0% DMSO, 100% 3 nM vasopressin | activation, % at 3 µM | 320,000 tested, 0.25% active;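 active = activation above the mean activation of all tested compounds plus 3 SD, per screening run, cut at about 20% in these data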;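 also: signal is peak over basal fluorescence ratio across a 100 second FLIPR read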
M1 PAM parental = M1 PAM counterscreen hit in parental CHO-K1 cells; 360,000 tested, 0.02% active; AID 602247; ATP EC20, Fluo-8 calcium fluorescence; 0% at ATP EC20, 100% at ATP max; activation, % at 3 µM;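 active = activation above the run cutoff, the mean activation of all test compounds plus 3 SD, cut at about 40% in these data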;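 also: peak over basal fluorescence ratio in a 140 s read after ATP addition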
CHO-K1 Ca antag = M1 antagonist counterscreen hit in parental CHO-K1 cells; ATP-induced calcium, Fluo-8 fluorescence; inhibition, % at 3 µM; 360,000 tested, 0.6% active;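 active = inhibition above a per-plate cutoff, the plate's mean sample inhibition plus 3 SD, cut at about 24% in these data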;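 also: 0% = DMSO plus EC80 ATP and 100% = DMSO alone without ATP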
CHO parental Ca = counter-screen for OX1R antagonists: effect in parental CHO cells; inhibition, % at 5.6 µM; 330,000 tested, 0.63% active; parental CHO-K1, ATP-induced calcium, Fluo-8 fluorescence; AID 463079;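 active = inhibition above that plate's mean sample inhibition plus 3 SD, cut at about 26% in these data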;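 also: 0% = ATP-challenged DMSO wells and 100% = DMSO wells without ATP; some compounds past the cut are filed as inactive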
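Test system: untransfected parental CHO cell line; also added: ATP stimulus; dosing: 5.6 µM, single dose; signal: calcium-sensitive Fluo-8 fluorescence; measure: percent inhibition of ATP-evoked calcium rise, normalized to controls; benchmarks: low control ATP plus DMSO, high control DMSO only; replication: one well per compound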
OXTR agonist = human OXTR agonism | P30559 | CHO-OTR cells, Fluo-8 calcium fluorescence; normalized: DMSO 0%, oxytocin 100% | activation, % at 3 µM | 320,000 tested, 0.32% active;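 active = activation above the mean of all tested compounds plus 3 SD, cutoff set per screening run, cut at about 20% in these data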;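 also: peak over basal fluorescence ratio from a 100 s FLIPR kinetic read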
Starred values were filed as active, the others as inactive; . = no result given. Rows were taken by chance. About 3.5% of those tested had a hit in this group.

SMILES	TAAR1 antagonist	OXTR potentiate	M1 ag parental	GPR7 antagonist	V1aR counter	M1 PAM parental	CHO-K1 Ca antag	CHO parental Ca	OXTR agonist
CC(C)(C)c1ccc(NC(=O)CON=C(N)c2ccccc2)cc1	-1.8	.	0.1	.	.	5.6	10.9	.	.
Cc1ccc(S(=O)(=O)Nc2cc3c4c(c2)C(C)C(=O)N4CCC3)cc1 (stereo unspecified)	10.5	-15.0	0.2	.	-0.2	-29.2	0.8	-5.7	0.4
CCN(CC)S(=O)(=O)c1cc(OC)c(Cl)cc1OC	-6.4	-0.6	0.9	-17.0	2.6	12.4	-2.4	-11.7	-1.4
CC(=O)c1ccc(OCCCC(=O)NC2CCCc3ccccc32)cc1 (stereo unspecified)	-2.1	-3.9	1.6	-7.8	0.8	14.0	-7.1	-16.6	0.1
COc1ccc(NC(=O)CSc2nnc(C)c(=O)n2N)cc1	-2.8	3.7	0.1	-15.2	1.9	-22.2	0.4	-7.2	0.1
CCOc1ccccc1NC(=O)CSc1ccc2nnc(-c3cccnc3)n2n1	-10.3	-4.5	1.3	-6.1	1.3	1.2	-9.4	-9.8	0.8
CCOc1ccc(NC(=O)CSc2ccc(-c3ccco3)nn2)cc1	7.9	-9.4	0.5	-2.7	-1.1	-8.3	4.7	-4.9	-1.0
CC(C)Oc1ccc(C(CC(=O)O)c2ccc(F)cc2)cc1 (stereo unspecified)	-13.4	-4.9	0.6	-14.3	0.7	4.7	1.9	-6.2	-0.8
COc1cc(C(=O)OCC(=O)N2CC(C)OC(C)C2)cc(OC)c1OC (stereo unspecified)	-6.8	-5.5	0.5	9.3	2.1	-1.4	0.4	-11.0	0.1
CCN(CC)S(=O)(=O)c1ccc(C(=O)NCC(=O)NCCCc2ccccc2)cc1	7.1	.	1.2	1.0	.	-8.0	2.0	.	.
C/C(=N\c1nc2ccccc2n1C)c1cc(Cl)ccc1O	2.7	-4.8	0.2	-1.1	0.9	6.4	8.3	-10.1	0.5
COc1ccccc1CN(C)C(=O)c1ccc(S(=O)(=O)Nc2c(C)n(C)n(-c3ccccc3)c2=O)cc1	50.1*	-1.1	2.6	.	-0.3	-11.2	-23.3	-26.8	-0.5
CCOC(=O)NCc1ccc(S(=O)(=O)Nc2ccc(C)cc2)cc1	-1.3	-20.1	5.7	-3.5	9.8	10.4	-3.0	-8.2	14.4
CC1CCN(S(=O)(=O)N2CCCC(C(=O)NCc3ccc(F)cc3)C2)CC1 (stereo unspecified)	-30.5	-8.7	1.1	-5.7	-1.1	14.6	-14.1	-20.2	-2.5
CCC(C)[C@H](NC(=O)N1CCCCCC1)C(=O)OC (stereo partly specified)	-8.6	2.6	0.4	10.9	0.1	9.2	-4.7	-10.4	0.4
O=C(COC(=O)CNC(=O)c1ccc(Br)cc1)Nc1nnc(-c2ccccc2)o1	-0.7	6.4	0.6	.	0.5	2.5	-2.9	-4.5	1.1
CC1=NN(c2cccc(F)c2)C(=O)/C1=C/c1ccc(N(C)C)cc1	-19.3	-9.9	0.1	-15.7	10.9	12.3	9.3	-0.3	-0.1
Cc1cccc2sc(NC(=O)CN3C(=O)c4ccccc4C3=O)nc12	-22.3	-5.3	0.3	1.9	1.1	21.5	-3.7	2.6	0.9
CN(C)CC1CCCCC1OC(=O)c1ccc(Cl)cc1Cl (stereo unspecified)	-16.5	0.2	1.2	-9.1	1.8	13.7	-12.7	-21.9	4.2
CC1(C)CN(O)CCN1O	-3.8	-6.3	0.7	-4.5	1.0	15.4	-8.8	-7.0	0.0

5 of the compounds above, in CSV form:
SMILES,TAAR1 antagonist,OXTR potentiate,M1 ag parental,GPR7 antagonist,V1aR counter,M1 PAM parental,CHO-K1 Ca antag,CHO parental Ca,OXTR agonist
COc1cc(C(=O)OCC(=O)N2CC(C)OC(C)C2)cc(OC)c1OC (stereo unspecified),-6.8,-5.5,0.5,9.3,2.1,-1.4,0.4,-11.0,0.1
CCN(CC)S(=O)(=O)c1ccc(C(=O)NCC(=O)NCCCc2ccccc2)cc1,7.1,.,1.2,1.0,.,-8.0,2.0,.,.
C/C(=N\c1nc2ccccc2n1C)c1cc(Cl)ccc1O,2.7,-4.8,0.2,-1.1,0.9,6.4,8.3,-10.1,0.5
COc1ccccc1CN(C)C(=O)c1ccc(S(=O)(=O)Nc2c(C)n(C)n(-c3ccccc3)c2=O)cc1,50.1*,-1.1,2.6,.,-0.3,-11.2,-23.3,-26.8,-0.5
CCOC(=O)NCc1ccc(S(=O)(=O)Nc2ccc(C)cc2)cc1,-1.3,-20.1,5.7,-3.5,9.8,10.4,-3.0,-8.2,14.4

Other structures
SMILES	TAAR1 antagonist	OXTR potentiate	M1 ag parental	GPR7 antagonist	V1aR counter	M1 PAM parental	CHO-K1 Ca antag	CHO parental Ca	OXTR agonist
CN(C)CCNC(=O)c1cccc(S(=O)(=O)Nc2ccccc2F)c1	1.0	-10.5	-0.3	1.6	-0.6	-14.6	17.5	4.2	0.4
Cc1ccc(C(=O)CC(=O)c2cccc(F)c2)c(O)c1	6.2	-16.8	1.4	-0.4	0.5	26.9	-11.4	-19.8	-1.6
CC(C)[C@H](NC(=O)c1ccco1)C(=O)NCc1ccccc1	-13.2	-11.8	1.0	-8.6	-0.1	2.9	-7.0	-16.1	0.1
O=C(NCc1ccc(F)cc1)Nc1nnc([C@H]2C[C@H](O)[C@@H](CO)O2)s1	-21.8	.	-0.3	.	.	-11.2	9.9	.	.
O=C1CS/C(=C\[N+](=O)[O-])N1c1ccc(OC(F)(F)F)cc1	26.0	-10.9	0.3	-4.3	-0.3	-0.5	-9.4	-12.1	-1.3
O=C(COC(=O)c1ccc2ncsc2c1)NCc1ccc(Cl)cc1	21.4	0.5	5.8	.	0.1	-2.9	-12.3	-26.7	1.1
CC(C)C(NC(=O)c1ccc(C(C)(C)C)cc1)C(=O)N1CCC(C(N)=O)CC1 (stereo unspecified)	-23.3	2.9	0.5	.	-0.5	9.3	-18.7	-16.2	0.3
Cc1ccccc1NC(=O)/C(C#N)=C\c1ccsc1	-12.9	-13.9	0.3	-11.0	-0.7	3.8	-3.2	-17.1	-1.1
C=CCSc1nnc2c(n1)OC(c1c(C)[nH]n(-c3ccccc3)c1=O)Nc1ccccc1-2 (stereo unspecified)	-38.1	1.2	3.7	-7.1	-0.2	0.2	0.8	-12.1	1.5
Cc1ccc(-c2nn(-c3ccccc3)cc2C(=O)NN2CCN(C)CC2)cc1	10.7	-8.0	1.8	-12.7	1.3	6.7	1.8	-8.6	1.8
CCC(NC(=O)Nc1nnc(C(F)(F)F)s1)(C(F)(F)F)C(F)(F)F	-5.5	-11.3	10.8	29.3*	12.2	9.3	12.6	81.1*	12.0
O=C(CSc1cn(CCNC(=O)c2cccs2)c2ccccc12)NCc1ccccc1	32.7	-8.6	4.9	5.8	1.5	11.5	4.6	-14.8	-1.1
CCC(=O)Nc1cccc(C2=NOC3(C2)C[C@@H](C(N)=O)N(C(=O)C2(C)CC2)C3)c1 (stereo partly specified)	1.7	-3.3	0.7	.	0.0	4.4	-7.6	-6.1	0.2
Cn1cc(Cc2ccc(C(=O)NCc3ccccc3)cn2)c2ccccc21	-8.4	.	0.6	.	.	-6.4	5.3	.	.
CCOC(=O)c1cnc2cc(F)c(F)cc2c1N1CCOCC1	-21.4	4.6	2.4	2.0	-0.5	13.2	-8.5	-8.3	-1.4
Cc1ccc(Cl)cc1N1CCN(C(=O)CSc2ccsc2[N+](=O)[O-])CC1	25.2	-9.8	1.0	-0.1	0.0	13.4	-4.0	-18.8	-2.0
O=C(c1cccnc1)N1N=C(C2CCCCC2)CC1(O)C(F)(F)F (stereo unspecified)	7.6	1.6	-0.3	-5.0	-1.4	22.0	-1.4	-14.1	-1.0
COc1ccc(NC(=O)c2cccc(F)c2)cc1Cl	11.6	-17.9	0.5	12.4	0.8	10.4	-5.1	-12.2	-1.7
COc1ccc(S(=O)(=O)NCCC(=O)OCC(=O)NC2CC2)cc1	-15.8	1.6	0.5	.	2.4	5.4	-3.1	1.5	1.3
O=C1c2ccccc2C(=O)N1Cc1ccco1	11.3	-0.5	0.2	-9.2	0.6	10.3	-5.9	-7.3	-0.2
COc1cc2c3c(c1)C(C)CC(C)(C)N3C(=O)C2=O (stereo unspecified)	-44.6	-1.0	-0.7	14.3	-1.7	-17.9	5.3	-0.5	-1.7
O=C(NC(=S)NCCc1ccccn1)c1ccco1	4.1	-0.1	0.7	-4.2	116.7*	15.0	0.3	-12.8	-0.5
Cc1ccc(-c2cc3nc(C)cc(NCc4ccco4)n3n2)cc1	-13.3	-8.0	-0.8	3.8	-0.6	16.5	-18.9	-29.7	-1.3
Cc1cc(C(N)=O)c2ccccc2n1	-10.1	5.3	1.4	-13.8	0.0	31.9	-23.3	-1.9	1.4
COc1cccc(CN2CC(C(=O)NCCOc3cccnc3)CCC2=O)c1 (stereo unspecified)	-28.0	-4.7	-0.6	-3.7	-0.1	-2.2	1.0	-1.0	0.9
COc1ccc(CCN2CC3=C(C2=O)C(c2ccccc2)NC(=O)N3C)cc1OC (stereo unspecified)	0.1	-5.9	-0.3	10.9	-0.2	-5.6	11.2	-13.4	0.3
O=C(CCCc1cccs1)Nc1ccc2c(c1)OCO2	15.9	-10.8	0.5	-4.6	-0.3	16.2	-12.7	-10.8	0.6
CCOC(=O)C1CCCN(C(=O)CSc2ccc(NC(C)=O)cc2)C1 (stereo unspecified)	-3.8	-2.1	1.1	-5.9	1.5	15.6	-13.3	-3.8	1.0
Cc1ccc(N2CC(C(=O)N3CCC(c4nc5ccccc5[nH]4)CC3)CC2=O)cc1C (stereo unspecified)	-13.2	-6.7	-0.5	.	-0.8	-8.4	-0.1	-11.0	-1.9
CS(=O)(=O)N1CCc2cc(C(=O)N3CCN(c4ccccc4)CC3)ccc21	-6.4	-9.2	0.7	-10.7	-0.1	10.0	-11.1	-5.9	-1.0
NC(=O)c1ccc(SCC(=O)OCC(=O)N2CCCC2=O)c([N+](=O)[O-])c1	-16.5	-1.8	0.9	.	-1.0	3.1	-0.4	-3.7	0.2
CC1CC1C(=O)OCC(=O)c1c(N)n(C)c(=O)n(C)c1=O (stereo unspecified)	-4.0	4.6	0.9	3.1	0.2	17.2	-11.4	-9.5	0.3
Cc1ccc(C(=O)N2CCN(c3cnn(C)c(=O)c3Cl)CC2)cc1	-9.2	-0.4	-0.5	1.0	0.9	15.1	1.8	3.8	-0.6
Nc1cc(Cl)nnc1Cl	-10.7	.	1.0	-9.4	.	-13.9	-11.1	.	.
CC(C(=O)Nc1ccccn1)c1ccccc1 (stereo unspecified)	-7.3	.	1.1	-12.1	.	-9.6	-14.7	.	.
Cc1ccc(CC2C(=O)N(CC(=O)O)C(=O)C2C)cc1 (stereo unspecified)	12.3	-16.6	-0.2	-9.5	0.3	5.5	0.9	-12.2	-0.3
